E coli Lon inh: inhibits E. coli Lon protease | P0A9M0 | purified E. coli Lon protease, fluorescence polarization | inhibition, % at 7.94 µM | actives 0.42% (n = 360,000) | AID 602123; in the data active = inhibition above about 13%, passing the limit was not always enough;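 also: 0% = enzyme with probe and DMSO and 100% = no enzyme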
CSN inh: CSN deneddylation inhibition; actives 0.38% (n = 360,000); Purified CSN, SCF-Nedd8-OG deneddylation, fluorescence polarization; Q92905; inhibition, % at 12.5 µM;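 active = pattern-corrected inhibition above about 35%, with an unprinted fluorescence ratio check between 0.5 and 1.5, limit read from the data, passing the limit was not always enough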;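 also: 0% = enzyme with substrate and 100% = substrate without enzyme; some results filed as inactive read as strong as hits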
Target sequence (Q92905 whole entry, looked up, one chain of several): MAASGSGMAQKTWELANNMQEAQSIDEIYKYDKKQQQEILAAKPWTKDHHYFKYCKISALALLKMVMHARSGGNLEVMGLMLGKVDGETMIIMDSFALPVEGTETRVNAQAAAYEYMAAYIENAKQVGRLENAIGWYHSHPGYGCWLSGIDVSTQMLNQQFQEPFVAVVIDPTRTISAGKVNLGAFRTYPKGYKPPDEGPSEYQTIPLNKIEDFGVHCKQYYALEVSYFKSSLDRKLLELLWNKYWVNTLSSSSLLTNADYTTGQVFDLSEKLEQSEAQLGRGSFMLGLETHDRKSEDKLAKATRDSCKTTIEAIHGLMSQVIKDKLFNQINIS
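Schedule: reaction 90 min, room temperature / Assay system: HEK293T-derived human Csn5 enzyme / Input: Csn5 at 0.24 nM final / Measure: inhibition of Csn5 cleavage, % / Control set: substrate-only high control, full reaction low control / Technique: fluorescence polarization of the substrate / Buffer or medium: Tris/NaCl/DTT buffer, pH 7.5 / Reagent: SCFSkp2-Nedd8OG substrate at 10 nM final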
bovine MsrA act: activates bovine MsrA enzyme. purified bovine MsrA, absorbance read-out. activation, % at 10.6 µM. actives 0.3% (n = 360,000). AID 602163; in the data active = activation above about 7.5%;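 also: 0% = vehicle and 100% = reference activator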
MLLE-PAM2 inh: inhibitors of microRNA-mediated deadenylation, human PABP1 MLLE binding; actives 0.36% (n = 360,000); GST-MLLE / FITC-PAM2 fluorescence polarization; P11940; inhibition, % at 20 µM; in the data active = inhibition above about 35%, passing the limit was not always enough;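 also: plate controls were DMSO wells with GST-MLLE for no effect and wells lacking GST-MLLE protein for full effect; some results filed as inactive read as strong as hits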
Target sequence (P11940 whole entry, looked up): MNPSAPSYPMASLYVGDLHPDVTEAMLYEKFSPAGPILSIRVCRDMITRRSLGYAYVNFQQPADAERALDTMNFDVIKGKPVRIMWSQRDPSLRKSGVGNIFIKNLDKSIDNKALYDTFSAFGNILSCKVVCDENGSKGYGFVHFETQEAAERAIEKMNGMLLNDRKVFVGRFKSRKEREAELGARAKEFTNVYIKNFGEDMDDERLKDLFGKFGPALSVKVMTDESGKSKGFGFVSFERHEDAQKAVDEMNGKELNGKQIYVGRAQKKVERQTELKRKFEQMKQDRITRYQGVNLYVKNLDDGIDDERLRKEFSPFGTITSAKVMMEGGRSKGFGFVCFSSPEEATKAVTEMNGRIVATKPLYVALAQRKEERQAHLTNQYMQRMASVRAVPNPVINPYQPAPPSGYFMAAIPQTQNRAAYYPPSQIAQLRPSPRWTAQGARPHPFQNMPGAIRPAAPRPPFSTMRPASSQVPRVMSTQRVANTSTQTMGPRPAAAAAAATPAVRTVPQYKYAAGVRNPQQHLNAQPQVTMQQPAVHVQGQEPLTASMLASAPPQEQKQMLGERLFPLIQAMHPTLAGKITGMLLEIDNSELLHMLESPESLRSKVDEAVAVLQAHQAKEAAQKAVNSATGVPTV
Tb MetRS inh: Trypanosoma brucei MetRS inhibition. inhibition, % at 11.9 µM. AID 624268. purified T. brucei MetRS, ATP depletion, Kinase-Glo luminescence. actives 0.4% (n = 360,000);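 active = inhibition above a per-plate cutoff of the control wells' mean inhibition plus 3 SD, cut at about 5.5% in these data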;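 also: 0% = DMSO wells median and 100% = median of wells with control inhibitor compound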
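Measured by: Kinase-Glo luciferase luminescence reporting remaining unconsumed ATP. Material: purified T. brucei MetRS enzyme. Doses: 11.9 µM compound single dose, 0.9% DMSO. Medium: HEPES buffer containing pyrophosphatase, BSA, spermine, DTT. Times: 15 min preincubation, 2 h reaction, all 25 °C. Reagent: methionine, ATP and bulk E. coli tRNA.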
Neddyl block: blocks human cullin neddylation; P61081+Q13564; TR-FRET cullin neddylation, biochemical; calls only at 25 µM; actives 0.58% (n = 360,000); in the data active = inhibition above about 36%
FAS TE block: inhibitors of human fatty acid synthase thioesterase domain; inhibition, % at 15 µM; P49327; actives 0.67% (n = 360,000); recombinant FAS-TE, OMFH fluorogenic substrate, fluorescence endpoint;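 active = compounds whose normalised, plate-corrected inhibition of enzyme fluorescence in the single-dose primary screen is 50% or more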;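 also: 0% = DMSO with enzyme and 100% = substrate without enzyme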
Rin1 Abl inh: human Rin1-Abl interaction inhibition | TR-FRET Rin1/Abl binding, biochemical | AID 588664 | P00519+Q13671 | inhibition, % at 7.35 µM | actives 0.4% (n = 360,000); in the data active = inhibition above about 5%, passing the limit was not always enough
MsrA inhibitor: bovine MsrA inhibition. purified bovine MsrA, absorbance read-out. inhibition, % at 15.5 µM. actives 0.75% (n = 360,000). AID 651718; in the data active = inhibition above about 4.5%;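 also: 0% = vehicle wells with enzyme and 100% = reference inhibitor wells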
* marks the source's active call; other numbers are inactive results; i = inactive; . = no result given; + = active, no number.

SMILES	E coli Lon inh	CSN inh	bovine MsrA act	MLLE-PAM2 inh	Tb MetRS inh	Neddyl block	FAS TE block	Rin1 Abl inh	MsrA inhibitor
Cc1ccc(C(C)NC(=O)c2cc3ccccc3oc2=O)cc1C (configuration not stated)	-2	-4	-9	-1	-0.7	i	1	-3	2.1
O=C1CCC(N2C(=O)c3ccccc3C2=O)C(=O)N1 (configuration not stated)	2	0	-6	-3	-1.2	i	-3	1	-1.0
N#C/C(=C\c1ccco1)C(=O)Nc1cccc2ncccc12	-1	2	-6	0	-0.1	i	-10	-2	6.0*
NC(=O)c1c(NC(=O)c2cccc(N3C(=O)CCC3=O)c2)sc2c1CCCCC2	0	-1	-3	16	-0.2	+	2	1	-0.3
CCC(C)NC(=O)C1CCN(S(=O)(=O)N2CCC3(CC2)OCCO3)CC1 (configuration not stated)	6	-1	-1	3	0.5	i	-3	1	1.0
O=C(N/N=C/C(Br)=C/c1ccccc1)c1cc(-c2ccco2)[nH]n1	-2	34	-4	-36	-0.3	i	3	-5	2.1
CC1CC(C)CN(C(=O)COC(=O)c2ccc([N+](=O)[O-])o2)C1 (configuration not stated)	-1	0	0	18	-0.3	i	2	2	1.0
CCOc1cc(/C=C2\SC(=S)N(C(C(=O)O)c3ccccc3)C2=O)ccc1O (configuration not stated)	-133	41*	-4	-84	3.5	i	8	1	3.0
COC(=O)CCc1nc2c(C#N)c(-c3ccc(Cl)cc3)ccn2n1	-1	5	-1	7	0.1	i	-8	-1	-1.0
Cc1ccc(-c2noc(C3CCN(C(=O)Nc4ccc(C#N)cc4)CC3)n2)o1	-4	-1	-2	-11	0.0	i	7	-3	-0.7
COc1ccc([N+](=O)[O-])cc1N(CC(=O)NCCSc1ccc(C)cc1)S(C)(=O)=O	-2	-9	-3	-4	0.0	i	10	0	1.2
COC(=O)c1ccc(C2/C(=C(/O)c3ccc(OC(C)C)cc3)C(=O)C(=O)N2c2cc(C)on2)cc1 (configuration not stated)	9	1	-2	8	0.1	i	3	-1	1.5
COc1ccc(CCNC(=O)c2cc(-c3ccc(C)cc3O)n[nH]2)cc1OC	-1	-1	1	-2	0.7	i	-3	-4	-0.8
Cc1ccc(OCC(=O)N/N=C\c2ccc(O)c([N+](=O)[O-])c2)c([N+](=O)[O-])c1	-2	-1	-4	4	-0.2	i	5	-2	4.4
O=C(O)C(Cc1ccccc1-c1ccccc1)C(=O)O	11	-2	-2	-15	-1.4	i	-4	2	0.0
COc1ccc(NC(=O)N2CCCC2C(=O)Nc2cccc(C)c2C)cc1 (configuration not stated)	-3	6	1	-10	-0.1	i	-4	2	1.0
CCCCCCOC(=O)/C=C/c1c(C)[nH]c(=O)[nH]c1=O	-6	-4	-4	11	-0.2	i	-5	-4	0.8
Cc1ccc(S(=O)(=O)N2CCN(C)CC2)cc1C(=O)NC1CCCCC1	8	4	-6	-3	-0.5	i	-7	3	-1.4
COc1ccc(CNC(=O)CNS(=O)(=O)c2ccc(Cl)cc2)cc1	-1	-1	-8	5	-1.3	i	-13	-1	-0.5
CCOc1ccc(NC(=O)C2CC(=O)N(CC)C(=Nc3ccc4c(c3)OCO4)S2)cc1 (configuration not stated)	8	-2	-3	5	0.0	i	10	-2	0.1
CC(C)(C)c1n[nH]c(=S)n(/N=C/c2cccs2)c1=O	-19	-3	0	-64	-0.1	i	-9	-2	2.6
C=CCn1c(C)cc(-c2csc(NC)n2)c1C	-3	-22	-2	14	-0.4	i	-121	-4	-0.2
CC(C)CNC(=O)c1cccc(NC(=O)C(C)C)c1	5	-9	-2	-5	0.1	i	-3	-1	1.8
COc1ccc(-c2ncn(CCC#N)c2[N+](=O)[O-])cc1	-1	-5	-5	-1	-0.4	i	-17	-4	1.6
Cc1ccc(CNCCCSc2nc(C)cc(C)n2)cc1	-11	-3	4	-3	0.3	i	-5	0	0.2

Neddyl block, what is marked active above.
Molecule | E coli Lon inh | CSN inh | bovine MsrA act | MLLE-PAM2 inh | Tb MetRS inh | Neddyl block | Rin1 Abl inh | MsrA inhibitor
NC(=O)c1c(NC(=O)c2cccc(N3C(=O)CCC3=O)c2)sc2c1CCCCC2 | 0 | -1 | -3 | 16 | -0.2 | + | 1 | -0.3

Additional results
SMILES	E coli Lon inh	CSN inh	bovine MsrA act	MLLE-PAM2 inh	Tb MetRS inh	Neddyl block	FAS TE block	Rin1 Abl inh	MsrA inhibitor
O=S1(=O)CCN(CCCc2ccccc2)CC1	1	8	-4	7	0.4	i	-8	-2	0.0
Cc1ccc(S(=O)(=O)N2C3CC(c4ccccc4)N(S(=O)(=O)c4cccc(Cl)c4)CC3C(=O)C[C@H]2c2ccccc2)cc1 (some centres not stated)	.	-1	.	.	-0.5	i	.	.	-0.2
CCN(CC)S(=O)(=O)c1ccc(C(O)=C(C#N)c2nc3ccccc3n2C)cc1	-7	0	-2	5	-0.3	i	4	1	0.2
CCCCc1nc2ccccc2c(=O)n1NC(=O)c1c(O)c2ccccc2n(C)c1=O	2	-1	-9	3	1.4	i	22	-1	-0.1
CNS(=O)(=O)c1ccc(CCC(=O)N2CCOCC2)cc1	3	-4	-3	4	-0.1	i	-4	1	-0.1
OC[C@@H]1CN(Cc2ccc(Cl)cc2)C[C@H](n2cnc3c(NC4CCC4)ncnc32)O1	-19	-2	-3	9	0.2	i	0	12*	-0.1
CCCCCCN1C[C@H](O)[C@@H](n2cc(C3CC3)nn2)C[C@@H]1c1ccc(OC)cc1	2	2	1	-21	-2.1	i	8	-2	0.1
O=C(CSc1nnc(Cn2nnc(-c3ccccc3)n2)n1-c1ccccc1)Nc1ccc(F)cc1	8	-1	-3	-12	0.4	i	-6	2	0.0
CC(C)(C)NCC(O)COCc1ccc(Cl)cc1 (configuration not stated)	0	1	-2	-5	-0.4	i	-1	0	0.4
CC1(C)CC(=O)C=C(N=CC2=C(O)CC(C)(C)CC2=O)C1	-2	-2	-12	17	-1.0	i	-4	3	0.3
O=C1CCCC/C=C\C[C@H](CC(=O)N(CCO)Cc2ccccc2)C(=O)N[C@@H](c2ccccc2)CO1	-12	4	-1	6	-0.1	i	-6	0	0.0
COC(=O)c1[nH]c2c(c1C)C(=O)CC(c1ccc(OC)cc1)C2 (configuration not stated)	-1	-3	-4	6	0.4	i	-3	1	-0.8
CCN(c1ccc2c(c1)OCO2)S(=O)(=O)c1cc(Br)cc2c1N(C(C)=O)CC2	-7	5	3	9	-0.5	i	21	-1	-0.2
COc1ccc(-c2nnc3ccc(SCc4ccccc4)nn23)cc1	-1	-7	0	3	-0.7	i	17	-1	-0.3
O=C(O)CNc1nc(Cl)ccc1[N+](=O)[O-]	-6	5	-3	4	0.2	i	-8	0	0.8
Nc1cccc(-c2cc3ccccc3oc2=O)c1	-7	-1	-2	6	-0.6	i	-1	3	1.0
CC(C)n1c(/N=C/c2c[nH]c3ccccc23)nc2ccccc21	4	5	-2	-10	0.7	i	5	1	0.7
O=C(CSCCO)Nc1ccc(C23CC4CC(CC(C4)C2)C3)cc1	-1	2	-3	3	-1.2	i	2	-1	-0.7
COC(=O)c1sc(NC(=S)NC(=O)c2cccc(C)c2)nc1C	0	-2	-2	22	0.3	i	-7	-2	0.9
Cc1onc(-c2ccccc2Cl)c1-c1nc(-c2ccncc2)no1	-10	6	2	9	0.5	i	13	0	0.0
O=C(CN1C(=O)S/C(=C/c2cccs2)C1=O)N1CCOCC1	-9	-3	-5	8	-0.6	i	-8	-3	4.4
O=C(Nc1ccc(Cl)cc1)Nc1ccc(Br)cn1	1	-2	-1	17	-0.7	i	5	1	-0.4
O=S(=O)(c1ccc2ccccc2c1)N(CC1CO1)c1ccccc1 (configuration not stated)	-5	-4	-1	-1	-0.3	i	9	1	-0.9
CCN(CC)S(=O)(=O)c1cccc(NC(=O)COC(=O)/C=C/c2ccco2)c1	9	-3	-2	8	-0.1	i	-4	2	0.4
CCN(CC)CCCNC(=O)N[C@@H](Cc1ccccc1)C(=O)O	0	-8	1	-6	-0.2	i	-2	-1	-1.1
CC(C)CN1CCN(C(=O)COC(=O)c2ccc(S(C)(=O)=O)c([N+](=O)[O-])c2)CC1	5	-3	1	-8	-0.1	i	2	-2	0.1
CC(C)c1nnc(NC(=O)CCC(=O)NCc2ccc(F)cc2)s1	-4	3	1	5	-0.3	i	-6	0	0.7

A second format for part of the listing above:
| Molecule | E coli Lon inh | CSN inh | bovine MsrA act | MLLE-PAM2 inh | Tb MetRS inh | Neddyl block | FAS TE block | Rin1 Abl inh | MsrA inhibitor |
| --- | --- | --- | --- | --- | --- | --- | --- | --- | --- |
| OC[C@@H]1CN(Cc2ccc(Cl)cc2)C[C@H](n2cnc3c(NC4CCC4)ncnc32)O1 | -19 | -2 | -3 | 9 | 0.2 | i | 0 | 12* | -0.1 |
| CCCCCCN1C[C@H](O)[C@@H](n2cc(C3CC3)nn2)C[C@@H]1c1ccc(OC)cc1 | 2 | 2 | 1 | -21 | -2.1 | i | 8 | -2 | 0.1 |
| O=C(CSc1nnc(Cn2nnc(-c3ccccc3)n2)n1-c1ccccc1)Nc1ccc(F)cc1 | 8 | -1 | -3 | -12 | 0.4 | i | -6 | 2 | 0.0 |
| CC(C)(C)NCC(O)COCc1ccc(Cl)cc1 (configuration not stated) | 0 | 1 | -2 | -5 | -0.4 | i | -1 | 0 | 0.4 |
| CC1(C)CC(=O)C=C(N=CC2=C(O)CC(C)(C)CC2=O)C1 | -2 | -2 | -12 | 17 | -1.0 | i | -4 | 3 | 0.3 |
| O=C1CCCC/C=C\C[C@H](CC(=O)N(CCO)Cc2ccccc2)C(=O)N[C@@H](c2ccccc2)CO1 | -12 | 4 | -1 | 6 | -0.1 | i | -6 | 0 | 0.0 |
| COC(=O)c1[nH]c2c(c1C)C(=O)CC(c1ccc(OC)cc1)C2 (configuration not stated) | -1 | -3 | -4 | 6 | 0.4 | i | -3 | 1 | -0.8 |

Gathered by group: the entries above containing bromine.
SMILES	E coli Lon inh	CSN inh	bovine MsrA act	MLLE-PAM2 inh	Tb MetRS inh	Neddyl block	FAS TE block	Rin1 Abl inh	MsrA inhibitor
O=C(N/N=C/C(Br)=C/c1ccccc1)c1cc(-c2ccco2)[nH]n1	-2	34	-4	-36	-0.3	i	3	-5	2.1
CCN(c1ccc2c(c1)OCO2)S(=O)(=O)c1cc(Br)cc2c1N(C(C)=O)CC2	-7	5	3	9	-0.5	i	21	-1	-0.2
O=C(Nc1ccc(Cl)cc1)Nc1ccc(Br)cn1	1	-2	-1	17	-0.7	i	5	1	-0.4

Hits appear at their usual frequency. About 4% of those tested had a hit in this group.
